HT1080 cytotoxicity: HT1080 cell viability loss – fluorescence readout (AID 620); cytotoxicity, % at 10 µM; hits with a dose series show EC50 in µM; 87,000 tested, 0.42% active; HT1080 viability, fluorescence; higher % means a stronger effect;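 also: cells exposed to compound overnight then 4 h with Alamar Blue; 0% = vehicle DMSO and 100% = killing control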
LYP phosphatase: LYP phosphatase inhibitors, primary screen, biochemical, DiFMUP fluorescence, recombinant catalytic domain, 10 µM (AID 606). recombinant LYP catalytic domain, DiFMUP fluorescence; higher % means a stronger effect. inhibition, % at 10 µM; hits with a dose series show IC50 in µM. 52,000 tested, under 10 active;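 active = IC50 under 40 µM in the dose-response test; inactive = IC50 of 40 µM or more, or never dose-tested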
MK inhibit: S. pneumoniae mevalonate kinase inhibition | 65,000 tested, 0.48% active | purified MK, PK/LDH-coupled NADH absorbance 340 nm | inhibition, % at 10 µM;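 active = ranked among the strongest by inhibition in the single 10 µM screen, a fixed top-ranked set picked for dose follow-up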; also: no value below 0 was filed
Spn DPM-DC inh: inhibitors of Streptococcus pneumoniae diphosphomevalonate decarboxylase; 65,000 tested, 0.49% active; calls only at 10 µM; purified DPM-DC, PK/LDH coupled NADH fluorescence;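 active = the 320 compounds with the highest percent inhibition in the single-dose primary screen, excluding strongly autofluorescent ones, cut at about 32% in these data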;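 also: kinetic rate of NADH fluorescence loss reporting ADP formed by the decarboxylase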
KRASV12 cytotoxicity: viability loss of HPDE-C7K cells – cell-based, fluorescence, HTS, primary screen (AID 431); cytotoxicity, % at 10 µM, or EC50 in µM where a hit was titrated; HPDE-C7K KRASV12 cells, Alamar Blue viability, 48 h; higher % means a stronger effect; 63,000 tested, 1.7% active;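 active = compounds whose percent cytotoxicity in the single-dose primary screen, scaled between solvent and toxic-drug controls, exceeds 50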;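 also: 0% = DMSO solvent wells and 100% = doxorubicin-treated wells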
PMK inhibit: inhibitors of Streptococcus pneumoniae phosphomevalonate kinase | purified PMK, PK/LDH-coupled NADH absorbance 340 nm | AID 539 | 65,000 tested, 0.49% active | inhibition, % at 10 µM;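 active = top-ranked compounds by inhibition in the single 10 µM screen, taking a fixed number of the strongest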;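 also: 0% = full reaction with DMSO carrier and 100% = background rate without enzyme reaction; no value below 0 was filed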
HPDE-C7 viability: cytotoxicity in HPDE-C7 cells, cell-based, fluorescence, HTS (AID 430); 63,000 tested, 1.8% active; one-dose cytotoxicity, % at 10 µM; EC50 in µM for titrated hits; HPDE-C7 pancreatic duct cells viability, fluorescence; higher % means a stronger effect;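 also: cells exposed to compound for 48 hours before viability readout; 0% = vehicle and 100% = reference cytotoxic drug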
Bfl-1 inhibitors: Bfl-1 inhibitors, primary screen, biochemical, fluorescence polarization, FITC-Bid, mouse (AID 432); FITC-Bid BH3 peptide fluorescence polarization displacement; higher % means a stronger effect; displacement, % at 20 µM; hits with a dose series show IC50 in µM; 64,000 tested, 0.02% active; in the data active = a potency from the dose series; inactive = the rest, 99 in 100 with displacement below about 15%; also: strong numbers were not always called active
Alkaline phosphatase: human TNAP enzyme inhibitors, biochemical, luminescent (AID 518); purified TNAP enzyme, luminescent substrate readout; higher % means a stronger effect; inhibition, % at 20 µM, or IC50 in µM where a hit was titrated; 64,000 tested, 0.09% active; in the data active = a potency from the dose series; inactive = the rest, 99 in 100 with inhibition below about 22%;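 also: plate controls were vehicle for no effect and reference inhibitor for full effect; many of its hits are not listed in these tables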
PMK inhibit pilot replicates: further read-out of PMK inhibit, marked with its call; inhibition, %; measured here: pilot screen replicates
MK inhibit pilot replicates: recorded beside MK inhibit, whose call it bears; inhibition, %; measured here: pilot screen replicates
Spn DPM-DC inh pilot screen %: recorded beside Spn DPM-DC inh, whose call it bears; inhibition, %; measured here: pilot screen trials
Starred values were filed as active, the others as inactive; i = inactive; x = no result given; + = active, no number. Rule as the data show it, unless noted: active = cytotoxicity above about 50%; inactive = the rest.

SMILES | HT1080 cytotoxicity | LYP phosphatase | MK inhibit | Spn DPM-DC inh | KRASV12 cytotoxicity | PMK inhibit | HPDE-C7 viability | Bfl-1 inhibitors | Alkaline phosphatase | others
CCOC(=O)c1nn(-c2ccccc2)c(=O)c2c(N)scc12 | 6% | x | 7 | i | 8% | 14 | -4% | 0% | 13%
Cc1cc(C(F)F)n2nc(C(=O)Nc3ccc(S(=O)(=O)N4CCCC4)cc3)nc2n1 | 1% | 5% | 6 | i | -8% | 0 | -3% | 14% | 9%
CCOC(=O)NC(Nc1nc2ccccc2s1)(C(=O)OCC)C(F)(F)F (stereo not drawn) | 1% | x | 5 | i | -6% | 6 | -15% | 2% | -1%
Cc1cccc(C)c1NC(=O)C(NC=O)c1ccc(N(C)C)cc1 (stereo not drawn) | -5% | x | 12 | i | x | 13 | x | 0% | 6%
CCCc1cc(=O)n2[nH]c(NCc3c(Cl)cccc3Cl)nc2n1 | -2% | 11% | 9 | i | -1% | 14 | -22% | -7% | 12%
Cc1ccc(C(=O)Nc2ccc(N3CCOCC3)cc2)cc1 | 6% | 0% | 0 | i | 5% | 10 | 0% | -4% | 1%
O=C(O)CC1(Cc2nc(-c3cccs3)no2)CCCC1 | -5% | -1% | 5 | i | -4% | 1 | 8% | -1% | 4%
O=C(Cn1cnc2c(nnn2Cc2ccccc2)c1=O)c1ccc(Cl)cc1 | 1% | 9% | 8 | i | 2% | 0 | 2% | -8% | 8% | PMK inhibit pilot replicates=6.5;MK inhibit pilot replicates=0.0;Spn DPM-DC inh pilot screen %=9.5
O=c1c2nnn(Cc3ccc(Cl)cc3)c2ncn1Cc1ccc(F)cc1 | 4% | 10% | 16 | i | -12% | 12 | -22% | 0% | 9% | PMK inhibit pilot replicates=2.0;MK inhibit pilot replicates=0.0;Spn DPM-DC inh pilot screen %=0.0
Cn1c(SCC(=O)NCc2ccccc2)nnc1C1CC1 | -15% | 9% | 10 | i | -4% | 9 | 4% | -11% | 7%
CC1=C(C(=O)OCc2ccccc2)C(c2ccco2)n2ncnc2N1 (stereo not drawn) | 3% | 1% | 2 | i | 6% | 2 | 6% | -2% | 18% | PMK inhibit pilot replicates=3.5;MK inhibit pilot replicates=3.0;Spn DPM-DC inh pilot screen %=13
CS(=O)(=O)N(CCc1ccccc1)CC(=O)Nc1ccc2c(c1)OCO2 | -3% | 2% | 3 | i | -5% | 0 | -8% | 2% | 8%
O=C(c1cccc(COCC(F)(F)C(F)F)c1)N1CCN(c2ccccc2)CC1 | -4% | 8% | 5 | i | -3% | 1 | -5% | 4% | 5%
CCCc1nnc(NC(=O)CN2CCOCC2)s1 | 7% | 3% | 8 | + | 3% | 11 | 6% | -4% | -3%
O=C(Oc1ccccc1)c1c(Cl)cccc1P(=O)(O)O | -12% | -28% | 0 | i | 19% | 8 | 7% | 1% | 12%
CCOc1ccccc1NC(=O)CC1Nc2cc(C)c(C)cc2NC1=O (stereo not drawn) | 8% | 13% | 0 | i | 8% | 3 | -14% | -9% | 12% | PMK inhibit pilot replicates=1.0;MK inhibit pilot replicates=0.0;Spn DPM-DC inh pilot screen %=4.0
CCN(CC)C(=O)C1CCCN(Cc2cccc(F)c2)C1 (stereo not drawn) | 0% | x | 28 | i | -6% | 3 | -14% | 1% | 11%
CCC(=O)c1ccc(O)cc1 | 8% | 13% | 1 | i | -12% | 2 | -19% | 0% | 13% | PMK inhibit pilot replicates=3.5;MK inhibit pilot replicates=0.0;Spn DPM-DC inh pilot screen %=0.0
Cc1ccc(SCC(=O)N2CC(C)OC(C)C2)cc1 (stereo not drawn) | 4% | 2% | 0 | i | -30% | 0 | -25% | -9% | -4%
CC(=O)c1cccc(NC(=O)c2ccc(N(C)S(C)(=O)=O)cc2)c1 | 6% | 11% | 8 | i | -3% | 10 | -3% | 31% | 5%
COC(=O)CN1C(=O)CC(C)(C)S(=O)c2ccccc21 (stereo not drawn) | 11% | 6% | 1 | i | 3% | 13 | -9% | -10% | 22% | PMK inhibit pilot replicates=1.5;MK inhibit pilot replicates=0.0;Spn DPM-DC inh pilot screen %=2.0
CCN(CC)CCCNC(=O)c1cn(C)c2ccc(S(=O)(=O)N(C)C)cc2c1=O | -2% | 0% | 7 | i | 1% | 6 | 1% | -4% | 18% | PMK inhibit pilot replicates=1.0;MK inhibit pilot replicates=0.5;Spn DPM-DC inh pilot screen %=2.0
CCOC(=O)N1CCC2(CC1)C(C#N)=C(N)Oc1c2c(C)nn1-c1cccc(Cl)c1 | -2% | -3% | 2 | i | 49% | 3 | 32% | 22% | 13%
C=CCN1CC(O)=C(c2ccccc2)C1=N | -2% | 0% | 7 | i | -3% | 3 | 0% | -7% | 6%
CCN(CC(=O)Nc1ccc2c(c1)OCCO2)c1nc(-c2cccnc2)nc2ccccc12 | -4% | x | 7 | i | 7% | 23 | 10% | -6% | 6%
Cc1ccc(-n2ncc3c(NCc4ccco4)ncnc32)c(C)c1 | -2% | 3% | 1 | i | 5% | 0 | -7% | 1% | 7%
CCOC(=O)CSC(CC)C(=O)Nc1nnc(CC)s1 (stereo not drawn) | -2% | x | 5 | i | -11% | 2 | -11% | -3% | 4%
Cc1nc2ccccc2nc1N1CCC(C)CC1 | -13% | 6% | 2 | i | -7% | 0 | -10% | -3% | 10%
Cc1cccc(-n2c(CCCN3C(=O)c4ccccc4C3=O)nc3ccccc3c2=O)n1 | 0% | 8% | 7 | i | -10% | 11 | -8% | -10% | 7%
Cc1ccc(S(=O)(=O)N2CCCC2C(=O)Nc2nc3c(s2)CCCC3)cc1 (stereo not drawn) | 4% | -2% | 6 | i | -3% | 12 | 9% | 0% | 10%

Five entries from above, arranged by count of non-hydrogen atoms, descending.
SMILES | HT1080 cytotoxicity | LYP phosphatase | MK inhibit | Spn DPM-DC inh | KRASV12 cytotoxicity | PMK inhibit | HPDE-C7 viability | Bfl-1 inhibitors | Alkaline phosphatase | others
CCN(CC(=O)Nc1ccc2c(c1)OCCO2)c1nc(-c2cccnc2)nc2ccccc12 | -4% | x | 7 | i | 7% | 23 | 10% | -6% | 6%
O=c1c2nnn(Cc3ccc(Cl)cc3)c2ncn1Cc1ccc(F)cc1 | 4% | 10% | 16 | i | -12% | 12 | -22% | 0% | 9% | PMK inhibit pilot replicates=2.0;MK inhibit pilot replicates=0.0;Spn DPM-DC inh pilot screen %=0.0
CC1=C(C(=O)OCc2ccccc2)C(c2ccco2)n2ncnc2N1 (stereo not drawn) | 3% | 1% | 2 | i | 6% | 2 | 6% | -2% | 18% | PMK inhibit pilot replicates=3.5;MK inhibit pilot replicates=3.0;Spn DPM-DC inh pilot screen %=13
Cc1ccc(-n2ncc3c(NCc4ccco4)ncnc32)c(C)c1 | -2% | 3% | 1 | i | 5% | 0 | -7% | 1% | 7%
CCCc1nnc(NC(=O)CN2CCOCC2)s1 | 7% | 3% | 8 | + | 3% | 11 | 6% | -4% | -3%

The listing continues.
SMILES | HT1080 cytotoxicity | LYP phosphatase | MK inhibit | Spn DPM-DC inh | KRASV12 cytotoxicity | PMK inhibit | HPDE-C7 viability | Bfl-1 inhibitors | Alkaline phosphatase | others
CCN(Cc1ccccc1)C(=O)CSc1nc(C)cc2c1C(=O)OC2 | -1% | 0% | 0 | i | 3% | 8 | -4% | -8% | 7%
CCOC(=O)CSC(CC)C(=O)Nc1nnc(C(C)C)s1 (stereo not drawn) | 1% | 7% | 9 | i | 1% | 12 | -5% | -2% | 2%
O=C(Nc1cccc(OC(=O)c2ccco2)c1)c1ccco1 | 3% | 5% | 0 | i | -3% | 3 | 4% | 1% | 8%
CCOc1ccc(OCC)c(NC(=O)CSc2nc3c(c(=O)n(C)c(=O)n3C)n2C(C)C)c1 | -1% | x | 4 | i | 5% | 14 | 7% | -4% | 6%
CC(=O)Nc1cc2c(cc1C(=O)c1ccccc1)OCCO2 | 13% | x | 3 | i | 9% | 0 | -2% | -4% | 10%
CCOC(=O)C(CC)n1cnc2c(nnn2-c2ccc(C)cc2)c1=O (stereo not drawn) | 6% | -11% | 12 | i | -8% | 11 | -29% | -3% | -2%
CCCSC1=C(C#N)C(c2cc(OC)ccc2OC)CC(=O)N1 (stereo not drawn) | 8% | x | 1 | i | 7% | 0 | 6% | -3% | 18% | PMK inhibit pilot replicates=5.0;MK inhibit pilot replicates=0.0;Spn DPM-DC inh pilot screen %=0.0
N#CC1=C(SCC(=O)NC23CC4CC(CC(C4)C2)C3)NC(=O)C(C#N)C12CCCCC2 (stereo not drawn) | 2% | 8% | 0 | i | 46% | 0 | 50% | 2% | 12% | PMK inhibit pilot replicates=3.0;MK inhibit pilot replicates=1.0;Spn DPM-DC inh pilot screen %=4.5
COc1ccc(CN2CCN(C(=O)c3cccs3)CC2)c(OC)c1OC | -10% | -1% | 39 | i | -1% | 0 | -2% | -8% | 10%
Cc1cc(-c2nnco2)c(C)n1-c1ccccc1 | -3% | 0% | 5 | i | -1% | 10 | -2% | -10% | 7%
Cn1cc(-c2nc3ccccc3[nH]2)c2ccccc21 | 32% | x | 3 | x | 22% | 0 | 16% | 8% | 20% | PMK inhibit pilot replicates=1.0;MK inhibit pilot replicates=0.0
Cc1cc2cc(CNC(=O)c3ccc4c(c3)OCO4)ccc2n1C | -4% | 7% | 6 | i | x | 11 | x | x | x
O=c1cc(-c2ccccc2)nc2nc(-c3ccccc3)[nH]n12 | 0% | -8% | 9 | i | 18% | 0 | 3% | -1% | 11%
CC(C)Cc1n[nH]c(=O)[nH]1 | -4% | 14% | 15 | i | 6% | 3 | -14% | -5% | 9% | PMK inhibit pilot replicates=2.5;MK inhibit pilot replicates=3.0;Spn DPM-DC inh pilot screen %=2.5
O=C(CSc1nnc(CCCO)n1-c1ccccc1)Nc1nccs1 | 5% | 14% | 13 | i | -21% | 10 | -5% | -3% | 8%
Cc1ccccc1OCC(=O)Nc1ccccc1N1CCOCC1 | 0% | 14% | 15 | i | -7% | 8 | -14% | -1% | 10%
CC(C)C(C(=O)Nc1ccc(N2CCOCC2)cc1)N1C(=O)c2ccccc2C1=O (stereo not drawn) | 1% | 13% | 0 | i | -5% | 0 | 1% | 4% | 1%
CN(C)c1nc2c(c(=O)[nH]c(=O)n2C)n1Cc1ccc(F)cc1 | -2% | 7% | 4 | i | 7% | 3 | 0% | 5% | 11%

Source: PubChem BioAssay (several laboratories)
